Compound activity (PubChem BioAssay)
TRHR PAM = allosterically enhances the human TRH receptor. P34981. TRHR cells, fluo-8 calcium fluorescence, EC20 TRH enhancement. enhancement, % at 2 µM. 360,000 compounds, 0.66% hits; in the data active = enhancement above about 30%; also: 0% is about no effect
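Enhancer read-out: after compound pinning and an initial kinetic agonist-mode read, an EC20 of TRH (10 nM final) was injected and fluo-8 calcium signal (Ex 480/Em 530) followed at 1 s/cycle for 100 cycles in TRHR-expressing cells.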
Pin1 inh = inhibitors of human Pin1. Pin1 FP peptide displacement, HiFluor488, 10 min. Potency, µM (top dose mostly 115 µM), for inactives: top-dose activity, negative = inhibition, hits mostly inhibitors. 390,000 compounds, 0.009% hits; active = well fitted inhibition curve with a large enough effect in the polarisation, with a control signal flat, not every such curve was filed as active; inconclusive = small, poorly fitted or top-dose-only effect, or effect the other way, or a change in a side signal; inactive = no such curve, though single readings can be large or run the other way; the % refers to the polarisation; also: potency is read from the fitted curve at half-maximal effect; % is scaled to controls: 0 for no effect and ±100 for the full control effect
Target sequence (Q13526 whole entry, looked up): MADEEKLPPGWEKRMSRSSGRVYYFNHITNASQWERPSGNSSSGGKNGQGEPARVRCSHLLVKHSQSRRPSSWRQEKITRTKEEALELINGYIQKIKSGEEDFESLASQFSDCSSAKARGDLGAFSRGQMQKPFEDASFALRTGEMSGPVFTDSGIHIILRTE
D2 agonist = activates the human D2 dopamine receptor. 340,000 compounds, 0.53% hits. HEK293 T-REx D2 cells, calcium flux agonist mode. activation, % at 2 µM;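 active = activation over 3 SD above normal in the single-dose calcium agonist read, cut at about 30% in these data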; also: 0% is about no effect
Target sequence (P14416 whole entry, looked up): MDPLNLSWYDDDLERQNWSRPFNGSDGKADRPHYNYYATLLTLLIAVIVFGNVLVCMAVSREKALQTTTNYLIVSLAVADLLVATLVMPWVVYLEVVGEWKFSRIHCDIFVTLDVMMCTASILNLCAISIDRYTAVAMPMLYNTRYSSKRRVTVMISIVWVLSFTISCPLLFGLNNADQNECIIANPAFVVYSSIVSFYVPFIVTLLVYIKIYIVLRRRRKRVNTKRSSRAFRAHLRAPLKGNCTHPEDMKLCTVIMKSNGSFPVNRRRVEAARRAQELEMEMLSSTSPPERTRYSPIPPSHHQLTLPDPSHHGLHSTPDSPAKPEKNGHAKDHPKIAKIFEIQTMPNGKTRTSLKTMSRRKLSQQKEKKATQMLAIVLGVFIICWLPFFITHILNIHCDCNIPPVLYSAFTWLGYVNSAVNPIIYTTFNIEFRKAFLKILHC
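Tetracycline-induced HEK293 Trex cells with D2 receptor force-coupled to calcium signaling, plated overnight at 30 C and loaded with no-wash calcium dye. Calcium flux read kinetically for 180 s after compound addition; responses flag agonists.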
mIDH1 inhibitor = inhibitors of human mutant IDH1 R132H; 390,000 compounds, 0.093% hits; O75874; AID 602179; IDH1-R132H enzyme, NADPH consumption, diaphorase/resazurin fluorescence; Potency, µM (doses to about 76.6 µM), inactives show at the top dose activity change, negative = inhibition, usual class: inhibitors; also: potency is read from the fitted curve at half-maximal effect; % is scaled to controls: 0 for no effect and ±100 for the full control effect; nearly all actives have a fitted effect of over 65% in size
Target sequence (O75874 whole entry R132H, stated change not applied): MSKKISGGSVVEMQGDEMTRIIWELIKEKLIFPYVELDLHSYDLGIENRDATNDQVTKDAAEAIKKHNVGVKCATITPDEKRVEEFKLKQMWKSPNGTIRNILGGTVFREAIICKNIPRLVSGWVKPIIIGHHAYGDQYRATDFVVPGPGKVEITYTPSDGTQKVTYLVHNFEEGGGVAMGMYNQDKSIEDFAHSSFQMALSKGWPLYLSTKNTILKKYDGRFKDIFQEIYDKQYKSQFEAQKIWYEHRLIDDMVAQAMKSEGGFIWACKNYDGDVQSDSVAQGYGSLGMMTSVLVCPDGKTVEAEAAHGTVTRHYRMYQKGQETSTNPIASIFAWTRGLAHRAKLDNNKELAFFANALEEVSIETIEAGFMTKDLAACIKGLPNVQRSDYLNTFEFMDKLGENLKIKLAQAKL
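IDH1-R132H (0.5 ug/mL dispensed) in pH 7.5 Tris buffer was preincubated 30 min with compound, then given a substrate mix of 0.016 mM NADPH and 2 mM alpha-KG for 80 min at room temperature; remaining NADPH was read by diaphorase/resazurin fluorescence.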
USP1 inh = USP1/UAF1 (human) deubiquitinase inhibition; AID 743255; 390,000 compounds, 0.23% hits; recombinant USP1/UAF1, Ub-Rhodamine cleavage fluorescence; Potency, µM (titrated, usually from 57.1 µM), inactives show top-dose activity change, negative = inhibition, most hits filed as inhibitors; also: potency is read from the fitted curve at half-maximal effect; % is scaled to controls: 0 for no effect and ±100 for the full control effect; nearly all actives have a fitted effect of over 60% in size; inactives centre near -12
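Step one: compound is pinned into 1nM USP1/UAF1 in HEPES pH 7.8 buffer with TCEP. Step two: 15 min room-temperature incubation. Step three: Ub-Rho (150nM final) starts cleavage, tracked by fluorescence over six one-minute reads.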
rTrxR1 inhibitor = inhibitors of rat thioredoxin reductase 1; O89049; recombinant rTrxR1, NADPH fluorescence consumption, selenite substrate; Potency, µM (doses to about 114 µM), inactives show top-dose activity change, negative = inhibition, hits mostly inhibitors; 390,000 compounds, 1% hits; AID 588453; also: potency is read from the fitted curve at half-maximal effect; % is scaled to controls: 0 for no effect and ±100 for the full control effect; nearly all actives have a fitted effect of over 65% in size
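Rat TrxR1 (90 nM in the dispensed reagent) was pre-reduced with 400 uM NADPH for 5 min at room temperature, then incubated with compound for 15 min. After 400 uM selenite was added, NADPH fluorescence (Ex 340/Em 450 nm) was followed for 8 min.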
TRHR agonist = TRH receptor (human) agonism. P34981. TRHR cells, calcium flux fluo-8, FDSS agonist mode. activation, % at 2 µM. 360,000 compounds, 0.18% hits; in the data active = activation above about 30%; also: 0% is about no effect
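Read-out: compound-evoked intracellular calcium rise in TRHR cells, fluo-8 dye, kinetic FDSS fluorescence at 1 s/cycle following a 10-cycle baseline. Cells cultured overnight before dye loading (30 min–1.5 h, RT).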
D2 antag = D2 dopamine receptor (human) antagonism; P14416; inhibition, % at 10 µM; HEK293 TREx D2 cells, calcium flux, dopamine EC80; 340,000 compounds, 2% hits; in the data active = inhibition above about 30%; also: 0% is about no effect
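HEK293 T-REx D2 cells, tet-induced, calcium dye no-wash. Cpd pintool add, 180 s kinetic, then EC80 DA, 180 s kinetic. Ca flux read.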
TrxR1 substrate = substrates of rat thioredoxin reductase 1. O89049. AID 588456. Potency, µM (series often up to 114 µM), without a hit: at the highest dose activity change, negative = substrate turnover. 390,000 compounds, 0.01% hits. purified TrxR1 substrate turnover, NADPH consumption readout; also: potency is read from the fitted curve at half-maximal effect; % is scaled to controls: 0 for no effect and ±100 for the full control effect; nearly all actives have a fitted effect of over 50% in size
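Rat TrxR1, dispensed at 90 nM, was prereduced with 400 uM NADPH (final) for 5 min at ~22 deg C, then incubated with compound 15 min before 400 uM selenite. A first-read NADPH fluorescence drop versus no-compound background flagged substrates.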
Active calls of the source: *; ? = inconclusive; . = no result given; [ ] = dose if it differs, or a comment. Unless noted, calls follow the shape of the dose curve; as a rule, active = well fitted inhibition curve with a large enough effect; inconclusive = small, poorly fitted or top-dose-only effect; inactive = no such curve, though single readings can be large or run the other way. Not all compounds are listed; the hit share may differ from the screen's.

SMILES | TRHR PAM | Pin1 inh | D2 agonist | mIDH1 inhibitor | USP1 inh | rTrxR1 inhibitor | TRHR agonist | D2 antag | TrxR1 substrate
O=C(c1ccccc1Cl)N1CCC(c2nc3c(nnn3Cc3ccco3)c(=O)[nH]2)CC1 | -12 | -2% | -0.3 | -4% | -26% | -7% | -1.1 | 10 | 1%
COc1ccc(OCC(=O)Nn2c(-c3ccc(OC)cc3)nc3ccccc3c2=O)cc1 | 5 | -4% | -1.6 | 2% | -1% | -1% | -1.4 | -1 | -2%
CCCOc1cc(C)c(S(=O)(=O)N2CCOCC2)cc1C | -1 | . | -0.2 | . | . | . | -0.8 | -12 | .
Cc1ccccc1NS(=O)(=O)c1nnc(NC(=O)C(C)C)s1 | 7 | -3% | -0.2 | -2% | -18% | 14% | -0.7 | -1 | 3%
COc1ccc(CNC(=O)Cn2c(=O)nc(-c3ccccc3)c3ccccc32)cc1OC | -12 | -10% | 0.8 | -2% | -23% | 24%[57.1 µM] | -0.5 | . | 7%[57.1 µM]
Cc1cccc(C)c1NC(=O)C(=O)NCCCN1CCOCC1 | -1 | -2% | . | 2% | -11% | -4% | 0.2 | . | 2%
CC1(C)C(=O)N(CCN2CCC(C(=O)c3ccc(F)cc3)CC2)c2ccccc21 | 7 | 0% | 0.7 | 12% | ? | 9%[57.1 µM] | -1.3 | 26 | 7%[57.1 µM]
O=C(c1ccccc1NS(=O)(=O)c1cccs1)N1CCOCC1 | -3 | -4% | -1.2 | 4% | -8% | -4% | 0.2 | -17 | 3%
O=C(Cn1c(=O)cnc2ccccc21)Nc1cccc(S(=O)(=O)N2CCCCC2)c1 | -1 | 19% | -0.2 | 0% | -8% | 7% | 0.8 | -6 | -1%
CC(=O)Nc1ccc(NC(=O)CCc2nc3ccccc3c(=O)[nH]2)cc1 | 8 | -5% | 0.7 | -9% | -19% | 20% | 0.6 | 13 | 4%
N=c1n(Cc2ccccc2)c2ccccc2n1CC(O)COc1ccc(Cl)cc1Cl (stereo not drawn) | 5 | 18% | 1.2 | -5% | -22% | 4%[57.1 µM] | 2.6 | 1 | 0%[57.1 µM]
O=C(Nc1ccc([N+](=O)[O-])cc1)C1COc2ccccc2O1 (stereo not drawn) | -5 | 0% | 0.0 | 2% | -16% | 5%[57.1 µM] | -0.2 | -7 | 0%[57.1 µM]
CCCCCCCCCOC1OC(CO)C(O)C(O)C1NC(C)=O (stereo not drawn) | 3 | -7% | -1.0 | 10% | -22% | -4% | -0.4 | -22 | -6%
Cc1ccc(CC(=O)OCC(=O)c2ccc[nH]2)cc1C | . | 1% | . | 7% | -2% | -17% | . | . | -14%
COc1ccc(OC)c(Nc2ncnc3sccc23)c1 | 6 | 5% | -0.4 | 2% | -3% | 11% | -1.9 | 4 | -1%
Cc1ccc2c(CSc3nc4nc(C)cc(C)n4n3)cc(=O)oc2c1 | 9 | 0% | -0.1 | 7% | -8% | ? | -0.7 | -12 | -7%
Cc1ccc(NC(=O)Nc2ccc3c(c2)OCO3)c(OC(F)F)c1 | 8 | 0% | -0.5 | -1% | -9% | 18% | -0.4 | -2 | 4%
Cc1ccc(N2CC(C(=O)Nc3cc(C)ccc3F)CC2=O)cc1 (stereo not drawn) | -4 | 2% | 0.2 | 6% | -22% | -14% | -0.9 | -3 | -6%
COc1ccc(C(=O)Nc2cccc(OCc3cc(=O)n4c5c(sc4n3)CCCC5)c2)cc1OC | 3 | -2% | 0.2 | -8% | -16% | 6% | -0.2 | . | 0%
C#CCn1c(=NC(=O)CN2C(=O)CCC2=O)sc2cccc(C)c21 | -7 | 21% | -0.1 | -7% | -17% | 7%[57.1 µM] | 0.0 | -14 | 5%[57.1 µM]
Cc1cc(/C=C(/C#N)C(=O)Nc2ccc(Cl)cc2)c(C)n1-c1cccnc1 | 5 | 28% | 1.9 | -5% | -4% | -6% | 0.3 | 20 | -2%
Cc1c(CCC(=O)O)c(=O)n2c([nH]c3ccccc32)c1C#N | 1 | -2% | 0.4 | 4% | -15% | 54%[activator] | 0.0 | -32 | 610%[activator]
COc1ccccc1N1CCN(C(=O)c2ccccc2N(C)S(=O)(=O)c2ccc(C)cc2)CC1 | -3 | 5% | 2.5 | 1% | -11% | -7% | -1.3 | 18 | 4%
N#Cc1ccc(OCc2ccc(C(=O)O)o2)cc1 | 0 | -1% | 0.2 | -6% | -16% | -3% | 1.4 | -22 | 5%
CCOC(=O)c1nc2sc(C)c(C)c2c(=O)[nH]1 | . | 0% | . | 8% | -15% | 31%[activator] | . | . | 367%[activator]
Cc1occc1C(=O)N/N=C/c1ccc(Br)s1 | 4 | -2% | 1.5 | 5% | 2% | 8%[57.1 µM] | -0.3 | 3 | -9%
COc1cc2c(cc1NC(=O)CSc1ccccn1)oc1ccccc12 | -3 | 4% | -1.4 | -5% | -12% | 2% | 5.3 | -2 | -6%
CCOc1ccc(NC(=O)Cn2c(=O)n(CC(=O)NCc3ccccc3Cl)c(=O)c3sccc32)cc1 | 8 | -7% | 0.5 | . | -24% | 18% | 1.0 | . | 2%
Cc1cc(N2CCCCC2)nc2ccc(NC(=O)c3cccc(F)c3)cc12 | 6 | -1% | 0.9 | 8% | -16% | ? | 0.7 | . | -10%
O=C(Nc1ccc2nc(SCC(=O)N3CCOCC3)sc2c1)c1ccc(Br)cc1 | -2 | -1% | -0.3 | 23% | -12% | 9% | -0.2 | . | 11%
CC(NC=O)c1nc2ccccc2n1CCc1ccccc1 (stereo not drawn) | 10 | 0% | -1.6 | 16% | -20% | 25% | 0.1 | 14 | 0%
Cc1ccc(N=Nc2c(C)[nH][nH]c2=O)c(C)c1 | -2 | 2% | -1.2 | -4% | -20% | 4% | -0.2 | -11 | 0%
CC1(C)C(=O)Nc2ccccc2N1C(=O)COC(=O)Cc1c(F)cccc1Cl | -6 | -15% | -0.6 | 5% | -22% | 4% | -0.2 | 6 | 1%
COc1cc(NCc2ccccc2)c2ncn(Cc3ccccc3)c2c1 | . | ? | . | -4% | 1% | 4% | . | . | -8%
COc1ccc(-c2c3c(nc4sc(C(=O)Nc5cc(C)on5)c(N)c24)CCC3)cc1 | 0 | 22% | 0.4 | 0% | -12% | -2% | 0.5 | 2 | 12%
CCOC(=O)c1c(-c2cccs2)csc1NC(=O)CNCCN1CCOCC1 | -3 | . | -0.1 | . | . | . | 0.2 | -17 | .
CSCCC(C(=O)NC1=NCCS1)N1C(=O)c2ccccc2C1=O (stereo not drawn) | 33* | -3% | -2.7 | 6% | -7% | 4% | 0.0 | -6 | -5%
O=C(Cc1coc2ccc3ccccc3c12)N1CCN(c2ncccn2)CC1 | -2 | 15% | 0.5 | 4% | -14% | -4% | 0.1 | 2 | 7%
C=CCc1cc(C)ccc1OCCn1ccnc1 | 4 | 5% | -0.5 | -7% | -2% | 0% | -0.3 | 15 | -8%
COc1ccc(OC)c(C(=O)CSc2nnc(Cc3cccs3)n2C)c1 | 0 | 4% | -1.7 | 8% | -5% | -21% | -1.0 | 8 | 4%

Reformatted with values under each structure: entries from further up
The line under a structure holds: TRHR PAM | Pin1 inh | D2 agonist | mIDH1 inhibitor | USP1 inh | rTrxR1 inhibitor | TRHR agonist | D2 antag | TrxR1 substrate
CCCCCCCCCOC1OC(CO)C(O)C(O)C1NC(C)=O (stereo not drawn)
    3 | -7% | -1.0 | 10% | -22% | -4% | -0.4 | -22 | -6%
Cc1ccc(CC(=O)OCC(=O)c2ccc[nH]2)cc1C
    . | 1% | . | 7% | -2% | -17% | . | . | -14%
COc1ccc(OC)c(Nc2ncnc3sccc23)c1
    6 | 5% | -0.4 | 2% | -3% | 11% | -1.9 | 4 | -1%
Cc1ccc2c(CSc3nc4nc(C)cc(C)n4n3)cc(=O)oc2c1
    9 | 0% | -0.1 | 7% | -8% | ? | -0.7 | -12 | -7%
Cc1ccc(NC(=O)Nc2ccc3c(c2)OCO3)c(OC(F)F)c1
    8 | 0% | -0.5 | -1% | -9% | 18% | -0.4 | -2 | 4%
Cc1ccc(N2CC(C(=O)Nc3cc(C)ccc3F)CC2=O)cc1 (stereo not drawn)
    -4 | 2% | 0.2 | 6% | -22% | -14% | -0.9 | -3 | -6%
COc1ccc(C(=O)Nc2cccc(OCc3cc(=O)n4c5c(sc4n3)CCCC5)c2)cc1OC
    3 | -2% | 0.2 | -8% | -16% | 6% | -0.2 | . | 0%

More structures follow:
SMILES | TRHR PAM | Pin1 inh | D2 agonist | mIDH1 inhibitor | USP1 inh | rTrxR1 inhibitor | TRHR agonist | D2 antag | TrxR1 substrate
O=C(NC1C(=O)NNC1c1ccccc1)c1ccc(F)cc1 (stereo not drawn) | -2 | 1% | . | -7% | -20% | 6% | 1.3 | . | -5%[57.1 µM]
Cc1ccc(C(=O)N2CCN(CCNC(=O)C(=O)NCc3ccc(Cl)cc3)CC2)cc1 | -12 | -10% | -0.7 | 5% | -14% | -3% | -0.8 | 18 | -3%
Oc1cccc2cnccc12 | 4 | 1% | -0.5 | 3% | -6% | -22% | 0.3 | 5 | -12%
CCc1ccc(S(=O)(=O)c2nnn3c2nc(N2CCCC2)c2sccc23)cc1 | 5 | 0% | 0.9 | 11% | -7% | 22% | -0.4 | . | 4%
O=C(CN1C(=O)c2ccccc2C1=O)NNC1=NS(=O)(=O)c2ccccc21 | 6 | -5% | 1.0 | 6% | -18% | -1% | -0.3 | -10 | -6%
O=c1cc(-c2ccc([N+](=O)[O-])cc2)nc2cc(-c3ccc(Cl)cc3)[nH]n12 | 1 | . | -1.4 | . | . | . | -0.3 | 35* | .
Cc1ccc2c(C)nc(Nc3nc(CSc4nc5ccccc5[nH]4)cc(=O)[nH]3)nc2c1 | -3 | 4% | 0.2 | 1% | -1% | 51%[activator] | -0.3 | -10 | 9%
